High-throughput results (PubChem)
LEDGF integ inh: blockers of LEDGF/p75-dependent integrase strand transfer – biochemical, TR-FRET, high throughput, primary screen; HIV-1 integrase (with human LEDGF/p75); TR-FRET IN-LEDGF/p75 DNA integration, Eu/Cy5; inhibition, % at 3.7 µM; actives 0.64% (n = 370,000);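 active means inhibition above the screen-wide mean plus 3 SD, cut at about 13% in these data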;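 further: signal is the Cy5 over europium emission ratio at 671 and 618 nm; 0% = plate median of compound wells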
PRMT1 FP inh: PRMT1 methyltransferase inhibitors, primary screen, biochemical, fluorescence polarization; recombinant PRMT1, activity-based probe fluorescence polarization; inhibition, % at 2.79 µM; actives 1.3% (n = 370,000); AID 652257, 2013;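 active means inhibition above about 21% made by adding two undisclosed values, limit read from the data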
PG9 Ab binder: binders of HIV-1 gp120 antibody PG9, primary screen, biochemical, TR-FRET; actives 0.43% (n = 360,000); AID 624416, 2012; inhibition, % at 6.7 µM; TR-FRET gp120-PG9 antibody binding; in the data active means inhibition above about 8.5%
TCR CD3 inh: inhibitors of human TCR-CD3 interaction, primary screen, biochemical, fluorescence, TAMRA-labeled TCR probe | inhibition, % at 9.4 µM | T-cell receptor (TCR) | AID 651800, 2012 | actives 0.37% (n = 360,000); in the data active means inhibition above about 19%;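 further: recombinant mutant TCR 2C K166C tagged with TAMRA read by polarization; 0% = receptor in buffer alone and 100% = receptor with positive control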
UHRF1 MBD2 ctr: UHRF1 methylated DNA binding inhibitors, primary screen, counter-screen for MBD2 inhibitor project, biochemical, TR-FRET, human UHRF1, single concentration; E3 ubiquitin-protein ligase UHRF1 (Homo sapiens), Q96T88; UHRF1 binding to methylated oligo; inhibition, % at 4.4 µM; actives 0.75% (n = 370,000); AID 687016, 2013; in the data active means inhibition above about 21%;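 further: UHRF1 SRA domain binding a hemimethylated CpG hairpin DNA probe; 0% = median of test compound wells and 100% = reference inhibitor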
TDP2 absorb: human TDP2 enzyme inhibitors, primary screen, biochemical, epi absorbance, recombinant enzyme; AID 720702, 2013; Tyrosyl-DNA phosphodiesterase 2 (Homo sapiens), O95551; inhibition, % at 12.8 µM; actives 0.34% (n = 370,000); T5PNP hydrolysis, p-nitrophenol absorbance 415 nm;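 active means inhibition above the mean of all tested compounds plus 3 SD, set per campaign, cut at about 25% in these data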;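 further: 0% = DMSO with enzyme and 100% = buffer with substrate but no TDP2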
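Read-out basis: percent inhibition. System: recombinant human TDP2. Buffer or medium: Mg2+-containing Tris-HCl buffer, pH 7.5. Repeats: single replicate. Timing: reaction 2 h, 37 °C. Benchmarks: high control without enzyme, low control DMSO plus TDP2. Probe or stimulus: 5 mM T5PNP. Doses: 12.8 µM only. Measured by: epi absorbance of p-nitrophenol freed from T5PNP by hydrolysis.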
HTRA1 inhibitor: HTRA1 serine protease inhibitors, primary screen, biochemical, fluorescence polarization, HTS; Q92743; recombinant HTRA1, FP-rhodamine activity-based probe; inhibition, % at 5.96 µM; actives 0.5% (n = 340,000); in the data active means inhibition above about 36%;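 further: 0% = enzyme with DMSO and 100% = wells lacking enzyme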
Target sequence (Q92743 whole entry, looked up): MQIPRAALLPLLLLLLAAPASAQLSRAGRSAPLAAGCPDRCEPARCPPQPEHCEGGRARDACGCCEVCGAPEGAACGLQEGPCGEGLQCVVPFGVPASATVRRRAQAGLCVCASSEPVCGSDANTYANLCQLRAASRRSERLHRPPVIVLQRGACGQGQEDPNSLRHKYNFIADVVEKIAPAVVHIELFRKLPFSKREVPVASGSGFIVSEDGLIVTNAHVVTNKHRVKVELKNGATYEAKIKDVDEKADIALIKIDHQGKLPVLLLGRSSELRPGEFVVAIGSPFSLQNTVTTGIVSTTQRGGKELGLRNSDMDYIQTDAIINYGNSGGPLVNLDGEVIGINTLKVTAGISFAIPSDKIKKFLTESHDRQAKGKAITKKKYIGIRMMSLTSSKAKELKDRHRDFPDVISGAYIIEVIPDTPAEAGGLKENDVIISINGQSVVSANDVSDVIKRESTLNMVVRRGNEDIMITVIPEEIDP
Tn7 DDE FP: inhibitors of Tn7 peptide binding to fibrin DD(E), primary screen, biochemical, fluorescence polarization, human fibrin, Tn7 probe. actives 0.13% (n = 370,000). FP displacement of FITC-Tn7 peptide from fibrin DD(E); 0% = median of compound wells per plate. inhibition, % at 8.3 µM;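 active means inhibition above the mean of compounds falling within the control limits plus 3 SD of them, cut at about 14% in these data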;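 further: 0% = plate median of compound wells and 100% = 10 µM Aha-Tn7 peptide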
Target sequence (P02675 whole entry, looked up): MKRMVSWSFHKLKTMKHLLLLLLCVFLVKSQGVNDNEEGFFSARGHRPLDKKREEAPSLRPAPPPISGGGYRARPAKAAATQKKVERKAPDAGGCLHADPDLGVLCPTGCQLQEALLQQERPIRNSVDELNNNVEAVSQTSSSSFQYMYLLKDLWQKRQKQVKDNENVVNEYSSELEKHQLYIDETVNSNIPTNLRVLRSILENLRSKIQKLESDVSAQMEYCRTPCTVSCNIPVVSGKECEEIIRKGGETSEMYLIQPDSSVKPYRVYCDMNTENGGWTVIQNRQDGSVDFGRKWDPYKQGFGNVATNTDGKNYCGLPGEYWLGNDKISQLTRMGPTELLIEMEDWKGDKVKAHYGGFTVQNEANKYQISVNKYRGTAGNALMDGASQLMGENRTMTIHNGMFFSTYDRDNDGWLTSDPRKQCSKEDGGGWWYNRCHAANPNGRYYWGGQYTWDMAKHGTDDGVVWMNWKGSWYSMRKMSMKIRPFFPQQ
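Test system: human clot-derived fibrin DD(E) complex / Quantity: 2 µM final DD(E) protein / Incubation: 10 min plus 3 h, room temperature / Measured by: fluorescence polarization / Benchmarks: high control of 10 µM Aha-Tn7 peptide / Replicates: singlicate testing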
ABHD4 inh: ABHD4 inhibitors, primary screen, biochemical, fluorescence polarization, mouse; (Lyso)-N-acylphosphatidylethanolamine lipase (Mus musculus), Q8VD66; purified mABHD4, FP-Rh probe fluorescence polarization; inhibition, % at 8.92 µM; actives 0.54% (n = 370,000); AID 720543, 2013;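 active means inhibition exceeding the mean over every tested compound plus 3 SD, cut at about 30% in these data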;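 further: 0% = plate median of compound wells and 100% = S159A mutant with DMSO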
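Test system: mouse ABHD4 enzyme, wild type. Reagent: FP-Rh fluorescent activity-based probe, added after compound pre-incubation. Timing: pre-incubation 45 min, probe exposure 60 min, at 25 °C. Technique: FP readout, ex 525 nm / em 598 nm. Benchmarks: high control S159A mutant with DMSO, low control median of compound wells.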
SIAE primary: human SIAE inhibitors, primary screen, biochemical, fluorescence polarization, FP-Rh probe, 1536-well HTS | Sialate O-acetylesterase (Homo sapiens), Q9HAT2 | SIAE FP-Rh probe binding | inhibition, % at 9.66 µM | actives 0.69% (n = 370,000) | AID 1053197, 2014;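 active means inhibition above a cutoff: mean of compounds within the control limits plus 3 SD of those, cut at about 17% in these data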;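 further: 0% = plate median of compound wells and 100% = probe without SIAE protein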
Numbers without * were called inactive. This is a random part of the collection, and some 4.2% of all compounds hit somewhere here.

What do the screens show for `CCSc1nc2sc3c(c2c(=O)n1CC)CC(C)(C)OC3`?
LEDGF integ inh: 1; PRMT1 FP inh: -2; PG9 Ab binder: 0.1; TCR CD3 inh: -3; UHRF1 MBD2 ctr: -1; TDP2 absorb: 7; HTRA1 inhibitor: -1; Tn7 DDE FP: 2; ABHD4 inh: -5; SIAE primary: -11

Results for CC(=O)Nc1ncc(Cc2cc(Cl)ccc2Cl)s1 ?
LEDGF integ inh: 1; PRMT1 FP inh: -1; PG9 Ab binder: -0.2; TCR CD3 inh: -2; UHRF1 MBD2 ctr: -1; TDP2 absorb: 1; HTRA1 inhibitor: 5; Tn7 DDE FP: -9; ABHD4 inh: -4; SIAE primary: -7

Results for COc1ccc(N(CC(O)CN2CCOCC2)S(=O)(=O)c2ccccc2)cc1 (centres undefined) ?
LEDGF integ inh: 0; PRMT1 FP inh: -1; PG9 Ab binder: -0.4; TCR CD3 inh: 10; UHRF1 MBD2 ctr: 4; TDP2 absorb: -3; HTRA1 inhibitor: 7; Tn7 DDE FP: 4; ABHD4 inh: -2; SIAE primary: 10

What do the screens show for `CCOc1ccc(/C(O)=C2/C(=O)C(=O)N(CCN(CC)CC)C2c2cccs2)cc1` (centres undefined)?
LEDGF integ inh: 1; PRMT1 FP inh: -2; PG9 Ab binder: 0.5; TCR CD3 inh: 3; UHRF1 MBD2 ctr: 2; TDP2 absorb: -8; HTRA1 inhibitor: 2; Tn7 DDE FP: 6; ABHD4 inh: 1; SIAE primary: 0

Results for COc1ccc(CCNC(=O)c2cc3c(=O)n4ccccc4nc3n(CCCN3CCOCC3)c2=N)cc1 ?
LEDGF integ inh: 0; PRMT1 FP inh: 2; PG9 Ab binder: 0.8; TCR CD3 inh: 8; UHRF1 MBD2 ctr: 24*; TDP2 absorb: -20; HTRA1 inhibitor: 8; Tn7 DDE FP: -4; ABHD4 inh: -1; SIAE primary: -4

What do the screens show for `Cc1ccsc1C(=O)OCC(=O)N(Cc1ccccc1)C(C)C`?
LEDGF integ inh: 1; PRMT1 FP inh: -1; PG9 Ab binder: 0.1; TCR CD3 inh: 4; UHRF1 MBD2 ctr: -1; TDP2 absorb: -10; HTRA1 inhibitor: -2; Tn7 DDE FP: -2; ABHD4 inh: 0; SIAE primary: -4

Results for CC12c3ccccc3C(c3ccccc31)C1C(=O)N(c3ccncc3)C(=O)C12 (centres undefined) ?
LEDGF integ inh: 0; PRMT1 FP inh: -1; PG9 Ab binder: 0.9; TCR CD3 inh: 5; UHRF1 MBD2 ctr: 1; TDP2 absorb: 11; HTRA1 inhibitor: -2; Tn7 DDE FP: 3; ABHD4 inh: -2; SIAE primary: 1

Results for COc1c(Br)cc([N+](=O)[O-])c(OC)c1C(=O)NC(=O)Nc1c(Cl)cccc1Cl ?
LEDGF integ inh: -2; PRMT1 FP inh: 3; PG9 Ab binder: -1.2; TCR CD3 inh: 1; UHRF1 MBD2 ctr: 4; TDP2 absorb: 16; Tn7 DDE FP: 2; ABHD4 inh: -1; SIAE primary: -6

How did COc1ccc(Nc2nc3ccc(OC)cc3s2)cc1 do in these assays?
LEDGF integ inh: 1; PRMT1 FP inh: -1; PG9 Ab binder: -1.6; TCR CD3 inh: -2; UHRF1 MBD2 ctr: 3; TDP2 absorb: 3; HTRA1 inhibitor: -2; Tn7 DDE FP: -5; ABHD4 inh: 10; SIAE primary: 3

How did O=C(c1ccccc1)N1CCN(c2n[nH]c(=O)[nH]c2=O)CC1 do in these assays?
LEDGF integ inh: -1; PRMT1 FP inh: -2; PG9 Ab binder: 0.0; TCR CD3 inh: -6; UHRF1 MBD2 ctr: 6; TDP2 absorb: -20; HTRA1 inhibitor: -4; Tn7 DDE FP: -1; ABHD4 inh: -4; SIAE primary: 1

How did NS(=O)(=O)c1ccc(CCNC(=O)CNC(=O)COc2ccccc2)cc1 do in these assays?
LEDGF integ inh: 3; PRMT1 FP inh: -6; PG9 Ab binder: -2.2; TCR CD3 inh: -4; UHRF1 MBD2 ctr: -1; TDP2 absorb: -13; HTRA1 inhibitor: 2; Tn7 DDE FP: -1; ABHD4 inh: -6; SIAE primary: -1

Results for CC(=O)Nc1ccc(S(=O)(=O)Nc2nnc(C3CCCCC3)s2)cc1 ?
LEDGF integ inh: 4; PRMT1 FP inh: 7; PG9 Ab binder: 0.4; TCR CD3 inh: -4; UHRF1 MBD2 ctr: 5; TDP2 absorb: -9; HTRA1 inhibitor: -8; Tn7 DDE FP: 12; ABHD4 inh: -7; SIAE primary: -4

What do the screens show for `COc1ccc2[nH]c(=O)c(CN(C)C(=O)c3ccncc3)cc2c1`?
LEDGF integ inh: -5; PRMT1 FP inh: -4; PG9 Ab binder: 0.9; TCR CD3 inh: 8; UHRF1 MBD2 ctr: 0; TDP2 absorb: -1; HTRA1 inhibitor: -4; Tn7 DDE FP: 15*; ABHD4 inh: -2; SIAE primary: 2

How did O=C1C2C3c4ccccc4C(c4ccccc43)[C@@H]2c2nc3ccccc3n21 (some centres undefined) do in these assays?
LEDGF integ inh: 1; PRMT1 FP inh: -1; PG9 Ab binder: -1.6; TCR CD3 inh: 1; UHRF1 MBD2 ctr: 2; TDP2 absorb: 4; HTRA1 inhibitor: -15; Tn7 DDE FP: -2; ABHD4 inh: -13; SIAE primary: -6

How did O=C(CNC(=O)OCc1ccccc1)NCC(=O)Oc1ccc([N+](=O)[O-])cc1 do in these assays?
LEDGF integ inh: -1; PRMT1 FP inh: 1; PG9 Ab binder: 0.0; TCR CD3 inh: 5; UHRF1 MBD2 ctr: -1; TDP2 absorb: 4; HTRA1 inhibitor: 2; Tn7 DDE FP: 8; ABHD4 inh: 2; SIAE primary: 1

Some of these compounds in order of count of non-hydrogen atoms, smallest number first:
What do the screens show for `CCSc1nc2sc3c(c2c(=O)n1CC)CC(C)(C)OC3`?
LEDGF integ inh: 1; PRMT1 FP inh: -2; PG9 Ab binder: 0.1; TCR CD3 inh: -3; UHRF1 MBD2 ctr: -1; TDP2 absorb: 7; HTRA1 inhibitor: -1; Tn7 DDE FP: 2; ABHD4 inh: -5; SIAE primary: -11

What do the screens show for `COc1ccc2[nH]c(=O)c(CN(C)C(=O)c3ccncc3)cc2c1`?
LEDGF integ inh: -5; PRMT1 FP inh: -4; PG9 Ab binder: 0.9; TCR CD3 inh: 8; UHRF1 MBD2 ctr: 0; TDP2 absorb: -1; HTRA1 inhibitor: -4; Tn7 DDE FP: 15*; ABHD4 inh: -2; SIAE primary: 2

How did O=C(CNC(=O)OCc1ccccc1)NCC(=O)Oc1ccc([N+](=O)[O-])cc1 do in these assays?
LEDGF integ inh: -1; PRMT1 FP inh: 1; PG9 Ab binder: 0.0; TCR CD3 inh: 5; UHRF1 MBD2 ctr: -1; TDP2 absorb: 4; HTRA1 inhibitor: 2; Tn7 DDE FP: 8; ABHD4 inh: 2; SIAE primary: 1

Following part
What do the screens show for `CC(=O)c1c(COC(=O)c2ccccc2)nc2ccccc2[n+]1[O-]`?
LEDGF integ inh: -6; PRMT1 FP inh: 2; PG9 Ab binder: 0.7; TCR CD3 inh: -6; UHRF1 MBD2 ctr: 2; TDP2 absorb: -3; HTRA1 inhibitor: -1; Tn7 DDE FP: -1; ABHD4 inh: 9; SIAE primary: -5

How did Cc1nc(N2CCN(Cc3ccccc3)CC2)c(C#N)c2c1COC(C)(C)C2 do in these assays?
LEDGF integ inh: -1; PRMT1 FP inh: 4; PG9 Ab binder: -3.9; TCR CD3 inh: 7; UHRF1 MBD2 ctr: 1; TDP2 absorb: -7; HTRA1 inhibitor: 0; Tn7 DDE FP: 1; ABHD4 inh: 2; SIAE primary: -15

Results for CCCC(=O)NC(=S)Nc1ccc(S(=O)(=O)Nc2ccc(OCC)cc2)cc1 ?
LEDGF integ inh: 0; PRMT1 FP inh: -1; PG9 Ab binder: 1.3; TCR CD3 inh: 1; UHRF1 MBD2 ctr: 4; TDP2 absorb: -17; HTRA1 inhibitor: -70; Tn7 DDE FP: -9; ABHD4 inh: -23; SIAE primary: -21

How did O=S(=O)(Nc1ccc(N=Nc2ccc(O)c3ccccc23)cc1)c1ccccc1 do in these assays?
LEDGF integ inh: 2; PRMT1 FP inh: 6; PG9 Ab binder: -0.2; TCR CD3 inh: 2; UHRF1 MBD2 ctr: -2; TDP2 absorb: 3; HTRA1 inhibitor: 44*; Tn7 DDE FP: 2; ABHD4 inh: -3; SIAE primary: 36*

How did O=C1Nc2ccc(NS(=O)(=O)c3cccs3)c3cccc1c23 do in these assays?
LEDGF integ inh: -2; PRMT1 FP inh: 0; PG9 Ab binder: -13; TCR CD3 inh: 2; UHRF1 MBD2 ctr: -1; TDP2 absorb: 5; HTRA1 inhibitor: 11; Tn7 DDE FP: -3; ABHD4 inh: 1; SIAE primary: -6

What do the screens show for `Cn1c(=O)cc(OCCCC(=O)Nc2cc(-c3cn[nH]c3)ccn2)c2ccccc21`?
LEDGF integ inh: 3; PRMT1 FP inh: -4; UHRF1 MBD2 ctr: -2; TDP2 absorb: 4; Tn7 DDE FP: -1; ABHD4 inh: 4; SIAE primary: -3

How did CCCS(=O)(=O)N1CCC(C(=O)NCc2ccco2)CC1 do in these assays?
LEDGF integ inh: 2; PRMT1 FP inh: 1; PG9 Ab binder: -0.1; TCR CD3 inh: 7; UHRF1 MBD2 ctr: 0; TDP2 absorb: 2; HTRA1 inhibitor: -1; Tn7 DDE FP: -3; ABHD4 inh: -2; SIAE primary: -6

What do the screens show for `COc1ccc(NC(=O)CN(C)S(=O)(=O)c2ccc3c(c2)NC(=O)CS3)cc1`?
LEDGF integ inh: 3; PRMT1 FP inh: -1; PG9 Ab binder: -1.8; TCR CD3 inh: 11; UHRF1 MBD2 ctr: -2; TDP2 absorb: 20; HTRA1 inhibitor: -4; Tn7 DDE FP: -4; ABHD4 inh: 1; SIAE primary: 6
